High-throughput results: PubChem, National Center for Advancing Translational Sciences (NCATS)
LDHA block: blocks human lactate dehydrogenase A | P00338 | purified LDHA, NADH/diaphorase-resazurin fluorescence; stronger effect = lower value | activity change, % (values are at about 110 or 230 µM) | 480,000 tested, 0.15% active | AID 1347041; in the data active = activity change below about -30%; inconclusive = mostly about -25% to -30%;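 also: plate controls were DMSO wells for no effect and wells without enzyme for full effect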
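LDH5 2 nM; NADH 0.06 mM, pyruvate 0.2 mM; 200 mM Tris pH 7.4, EDTA, Tween-20; 5 min RT. Detection: diaphorase 0.133 mg/mL + resazurin 37 µM, fluorescence ex540/em590 at 0 and 20 min; normalized to enzyme-free and DMSO wells.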
PI4K2A block: inhibitors of human PI4K2A; Q9BTU6; 420,000 tested, 0.13% active; purified PI4K2A, ADP-Glo luminescence, 1 h; stronger effect = lower value; AID 1346378; activity change, negative = inhibition, % at 76.9 µM; in the data active = activity change below about -50%; inconclusive = mostly about -30% to -49%;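 also: -100% = wells without enzyme as full effect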
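ADP-Glo luminescence measured ADP generated by PI4K2A enzyme (4 ug/mL before mixing) with 1.2 mM PI substrate (pre-mix) and 300 microM ATP (pre-mix). Tris pH7.5 buffer with MgCl2, Triton X-100; 1 h reaction at ambient temperature.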
Vif-APOBEC3G blk: Vif-A3G binding inhibition; Q9HC16; HeLa A3G-eYFP + Vif (tagged APOBEC3G with the HIV-1 protein that degrades it), YFP fluorescence, overnight; Potency, µM (series often up to 46.1 µM), for inactives: at the top dose activity, negative = active, hits mostly inhibitors; 410,000 tested, 0.076% active; AID 602310;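 also: potency is read from the fitted curve at half-maximal effect; % is scaled to controls: 0 for no effect and ±100 for the full control effect; nearly all actives have a fitted effect of over 60% in size; hits raise eYFP signal because A3G escapes Vif-driven loss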
Target sequence (Q9HC16 whole entry, looked up): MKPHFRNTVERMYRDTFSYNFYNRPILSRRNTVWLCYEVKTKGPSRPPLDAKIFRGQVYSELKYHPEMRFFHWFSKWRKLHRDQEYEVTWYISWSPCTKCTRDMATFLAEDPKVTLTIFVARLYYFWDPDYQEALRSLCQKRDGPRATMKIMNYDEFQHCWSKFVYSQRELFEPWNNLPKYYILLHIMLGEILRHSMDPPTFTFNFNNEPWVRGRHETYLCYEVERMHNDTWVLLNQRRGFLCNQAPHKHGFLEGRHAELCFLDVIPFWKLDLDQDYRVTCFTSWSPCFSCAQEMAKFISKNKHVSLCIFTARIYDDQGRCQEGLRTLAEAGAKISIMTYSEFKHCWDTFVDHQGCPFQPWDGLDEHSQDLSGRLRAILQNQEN
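HeLa cells stably expressing Vif and C-terminally eYFP-tagged A3G, seeded overnight at 37 deg C, then exposed to compound by pintool overnight at 37 deg C. Rise in yellow fluorescence (Ex 488/Em 500-530, Acumen) marks blocked Vif-driven A3G degradation.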
USP1-UAF1 inh: inhibitors of human USP1/UAF1 deubiquitinase | O94782 | recombinant USP1/UAF1, Ub-Rhodamine cleavage fluorescence | Potency, µM (series often up to 57.1 µM), for the others: at the top dose activity change, negative = inhibition, actives largely listed as inhibitors | 390,000 tested, 0.23% active; also: potency is read from the fitted curve at half-maximal effect; % is scaled to controls: 0 for no effect and ±100 for the full control effect; nearly all actives have a fitted effect of over 60% in size; inactives centre near -12
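Step one: compound is pinned into 1nM USP1/UAF1 in HEPES pH 7.8 buffer with TCEP. Step two: 15 min room-temperature incubation. Step three: Ub-Rho (150nM final) starts cleavage, tracked by fluorescence over six one-minute reads.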
Vif-A3F inh: inhibitors of Vif-A3F interaction. Potency, µM (highest dose often 46.1 µM), for the others: top-dose activity, negative = active. HeLa A3F-eYFP + Vif (tagged APOBEC3F with the HIV-1 protein that degrades it), YFP fluorescence increase. AID 602313. 390,000 tested, 0.2% active; also: potency is read from the fitted curve at half-maximal effect; % of control where 0% means no effect; nearly all actives have a fitted effect of over 65% in size
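Fluorescence increase (Ex 488/Em 500-530) after overnight compound treatment at 37 deg C flags inhibition of Vif-driven A3F-eYFP loss in stable HeLa A3F-eYFP/Vif cells seeded overnight beforehand.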
TrxR1 substrate: is turned over as a substrate by rat TrxR1; O89049; purified TrxR1 substrate turnover, NADPH consumption readout; Potency, µM (top dose mostly 114 µM), for inactives: top-dose activity change, negative = substrate turnover; 390,000 tested, 0.01% active; AID 588456; also: potency is read from the fitted curve at half-maximal effect; % is scaled to controls: 0 for no effect and ±100 for the full control effect; nearly all actives have a fitted effect of over 50% in size
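Rat TrxR1, dispensed at 90 nM, was prereduced with 400 uM NADPH (final) for 5 min at ~22 deg C, then incubated with compound 15 min before 400 uM selenite. A first-read NADPH fluorescence drop versus no-compound background flagged substrates.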
IDH1 R132H inh: blocks human mutant IDH1 R132H enzyme; AID 602179; 390,000 tested, 0.093% active; O75874; Potency, µM (titrated, usually from 76.6 µM), inactives show at the highest dose activity change, negative = inhibition, hits mostly inhibitors; IDH1-R132H enzyme, NADPH consumption, diaphorase/resazurin fluorescence; also: potency is read from the fitted curve at half-maximal effect; % is scaled to controls: 0 for no effect and ±100 for the full control effect; nearly all actives have a fitted effect of over 65% in size
Target sequence (O75874 whole entry R132H, stated change not applied): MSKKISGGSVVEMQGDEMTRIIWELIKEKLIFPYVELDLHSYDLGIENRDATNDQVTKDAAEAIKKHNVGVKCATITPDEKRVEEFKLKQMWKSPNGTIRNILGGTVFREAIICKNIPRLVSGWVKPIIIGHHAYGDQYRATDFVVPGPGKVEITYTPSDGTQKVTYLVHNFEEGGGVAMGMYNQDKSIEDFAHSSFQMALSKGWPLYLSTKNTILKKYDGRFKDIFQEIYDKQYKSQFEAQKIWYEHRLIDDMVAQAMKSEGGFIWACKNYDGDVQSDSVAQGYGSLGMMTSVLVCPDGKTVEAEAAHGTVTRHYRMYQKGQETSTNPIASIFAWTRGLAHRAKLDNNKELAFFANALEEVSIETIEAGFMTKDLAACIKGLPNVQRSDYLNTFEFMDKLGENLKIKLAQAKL
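IDH1-R132H (0.5 ug/mL dispensed) in pH 7.5 Tris buffer was preincubated 30 min with compound, then given a substrate mix of 0.016 mM NADPH and 2 mM alpha-KG for 80 min at room temperature; remaining NADPH was read by diaphorase/resazurin fluorescence.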
GRP78 ERSR act: inducers of ER stress response in human glioma cells. Potency, µM, for inactives: at the highest dose activation, hits mostly activators. AID 602332. 420,000 tested, 0.02% active. U87-MG GRP78 promoter luciferase reporter, 16 h; also: potency is read from the fitted curve at half-maximal effect; series mostly up to about 76 µM; % of control where 0% means no effect; nearly all actives have a fitted effect of over 35% in size
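ERSR induction read as luciferase luminescence (Bright-Glo, 10 min at room temperature) in stably transfected human U87-MG glioma cells exposed to compounds for 16 h, using GRP78 as sensor.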
RXFP1 ag: RXFP1 (human) receptor agonism; Potency, µM (highest dose often 57.5 µM), for inactives: at the highest dose activation, actives largely listed as activators; Q9HBX9; AID 2676; HEK293T-RXFP1 cAMP TR-FRET, 30 min; response scale: percent of porcine relaxin response, buffer zero; 370,000 tested, 0.3% active; also: potency is read from the fitted curve at half-maximal effect; % is scaled to controls: 0 for no effect and ±100 for the full control effect; nearly all actives have a fitted effect of over 60% in size; many of its hits are not listed in these tables
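Agonist response is measured as cAMP accumulation in an RXFP1-transfected HEK293T line under PDE4 inhibition. Values are scaled between buffer-only and 29 nM porcine relaxin, and EC50s come from standard Hill equation fits.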
The depositor's hits bear a star; ? = inconclusive; . = not tested or not shown; & = joins results of further samples; [ ] = another dose, or the depositor's remark. Unless noted, calls follow the shape of the dose curve; as a rule, active = well fitted curve in the direction sought with a large enough effect; inconclusive = small, poorly fitted or top-dose-only effect, or another doubt; inactive = no such curve, though single readings can be large; an effect the other way counts as inactive or inconclusive. A portion of the library (hit frequency here may not be typical).

1) O=C(Cn1cnc2ccccc2c1=O)Nc1cccc(S(=O)(=O)N2CCCCC2)c1
2) Cc1ccc(Nc2nnc(SCC(=O)Nc3ncc(S(=O)(=O)c4ccc([N+](=O)[O-])cc4)s3)s2)cc1
3) O=C(COc1ccccc1)Nc1ccc(Cl)cn1
4) O=C(COC(=O)CNC(=O)c1ccc([N+](=O)[O-])o1)Nc1ncc(C(F)(F)F)cc1Cl
5) CCOC(=O)C(NC(=O)NCc1ccc(OC)cc1)(OCC)C(F)(F)F (stereo not drawn)
6) CCOc1ccccc1N1CCN(C(=O)c2cc3cc(OC)ccc3[nH]2)CC1
7) COc1ccc(/C=C/C(=O)Nc2nc3n(n2)C(c2ccc(F)cc2)C=C(c2ccccc2)N3)cc1 (stereo not drawn)
8) CN(c1ncnc(N)c1[N+](=O)[O-])C1CCS(=O)(=O)C1 (stereo not drawn)

entry no.,1,2,3,4,5,6,7,8
LDHA block,-18,-4,-4,-1,0,3,-14,-7
PI4K2A block,-4,-2,3,2,-3,2,-1,0
Vif-APOBEC3G blk,-1%,1%,0%,-1%,-1%,0%,0%,4%
USP1-UAF1 inh,-8%,-8%,?,-22%,-6%,-15%,-24%,-22%
Vif-A3F inh,1%,-25%,0%,-23%,-11%,-6%,0%,1%
TrxR1 substrate,-14%,-6%,5%[57.1 µM],2%,-4%,6%,-9%,-8%
IDH1 R132H inh,-4%,5%,4%,-4%,3%,5%,0%,-8%
GRP78 ERSR act,1%,0%,4%,?,-3%,0%,-1%,-1%
RXFP1 ag,8.7%,-0.6%,-0.9%,-1.6%,0.3%,0.3%,-0.9%,-1.0%

9) COc1ccc(/C=C/C(=O)OC(C)CN2CCCCC2)cc1 (stereo not drawn)
10) Cc1nc(COC(=O)c2ccc(S(=O)(=O)N3CCCC3)cc2)cs1
11) CC(C)C[C@H]1CNC(=S)N1CC1CCN(CC2CCC(C(C)(C)C)CC2)CC1 (stereo partly drawn)
12) CC[C@]12c3[nH]c4cc(CCC(=O)N(C)C)ccc4c3CCN1C(=O)[C@@H](CC(=O)NCCc1ccccn1)C[C@@H]2C(=O)N1CCN(C(=O)C2CC2)CC1
13) C[C@@H](NC(=O)Cn1cnc2c(OCc3ccccc3)ncnc21)c1cccc2ccccc12
14) Fc1ccc(OCCOCCOc2cccc3[nH]ccc23)cc1
15) CCOC(=O)c1cnc(-c2ccccc2)nc1N(C)C
16) COc1ccc2nc(NC(=O)c3ccc(NS(=O)(=O)c4cccs4)cc3)sc2c1

entry no.,9,10,11,12,13,14,15,16
LDHA block,-5,0,2,5,-9,-2,-5,-7
PI4K2A block,-25,0,-5,-1,1,4,19,-9
Vif-APOBEC3G blk,1%,-4%,2%,-1%,-10%,0%,1%,-10%
USP1-UAF1 inh,-23%,-20%,-29%,-29%,-13%,1%,6%,0%
Vif-A3F inh,-1%,-8%,5%,0%,1%,3%,0%,-11%
TrxR1 substrate,-3%,13%[57.1 µM],2%,2%,8%,0%,2%[57.1 µM],7%
IDH1 R132H inh,1%,10%,5%,12%,-1%,9%,3%,5%
GRP78 ERSR act,0%,-3%,-1%,?,-5%,-3%,?,0%
RXFP1 ag,1.2%,-0.1%,.,.,.,1.0%,3.2%,1.4%

Part of the list above, limited to LDHA block and GRP78 ERSR act.
| No. | Molecule | LDHA block | GRP78 ERSR act |
| --- | --- | --- | --- |
| 2 | Cc1ccc(Nc2nnc(SCC(=O)Nc3ncc(S(=O)(=O)c4ccc([N+](=O)[O-])cc4)s3)s2)cc1 | -4 | 0% |
| 3 | O=C(COc1ccccc1)Nc1ccc(Cl)cn1 | -4 | 4% |
| 4 | O=C(COC(=O)CNC(=O)c1ccc([N+](=O)[O-])o1)Nc1ncc(C(F)(F)F)cc1Cl | -1 | ? |

(listing goes on)
17) CC(C)(C(=O)c1ccccc1)/[N+]([O-])=C/c1ccc(Br)cc1
18) CC1=NOC(=O)/C1=C\c1ccc(-c2cccc(Cl)c2)o1
19) COc1ccc(NC(=O)CSCc2ccccc2C)cc1
20) COc1ccc(/C=C/C(=O)OCC(=O)NCCc2ccccc2)c(OC)c1
21) COc1ccnc(Oc2cc(Cl)cc(Cl)c2)c1C#N
22) CCOc1ccc(Cc2nnc(SCC(=O)Nc3c(C)cccc3C)[nH]c2=O)cc1
23) COc1ccccc1C(=O)NN=C1CCN(Cc2ccccc2)CC1
24) CC(=O)c1ccccc1OC(=O)CCN1C(=O)C2C3C=CC(C4CC34)C2C1=O (stereo not drawn)

entry no.,17,18,19,20,21,22,23,24
LDHA block,-4,-9,0,-2,-3,-2,1,-2
PI4K2A block,4,-9,3,-6,-1,3,-7,-4
Vif-APOBEC3G blk,0%,?,-1%,3%,0%,1%,-1%,-6%
USP1-UAF1 inh,-19%,?,-10%,-18%,-29%,-3%,-6%,-4%
Vif-A3F inh,0%,0%,7%,1%,7%,0%,-12%,1%
TrxR1 substrate,6%,-1%,-14%,-9%,-2%[57.1 µM],3%,-21%,4%
IDH1 R132H inh,3%,37µM*,6%,-11%,7%,-3%,-2%,12%
GRP78 ERSR act,-4%,-13%,8%,-3%,-3%,-4%,-1%,-4%
RXFP1 ag,.,0.6%,0.9%,.,0.7%,-0.1%,0.6%,-0.7%

25) CCOC(=O)c1sc(NC(=O)c2nc(SC)ncc2Cl)c(C(=O)OCC)c1C
26) CCCCC(=O)NCCNc1nc2c(c(=O)n(C)c(=O)n2C)n1Cc1ccccc1
27) CC(NC(=O)c1cc(F)c(F)cc1Cl)c1ccncc1 (stereo not drawn)
28) Cn1cc(S(=O)(=O)CC(=O)Nc2ccc3c(c2)OCCO3)c2ccccc21
29) CN(C)S(=O)(=O)c1cccc(COC(=O)c2cccnc2Cl)c1
30) CC(C)CC(=O)NC1(C(F)(F)F)C(=O)Nc2c1c(=O)[nH]c(=O)n2-c1ccccc1 (stereo not drawn)
31) CCN(CC)/C(=N\S(=O)(=O)c1ccccc1C)c1ccccc1
32) CCO[C@H]1OC(C(=O)NC2CC2)=C[C@@H](c2c[nH]c3ccccc23)[C@@H]1CCCO

entry no.,25,26,27,28,29,30,31,32
LDHA block,0,-2,-4,21,-9,3,-1,-2
PI4K2A block,-2,1,-2,2,5,-6,7,-1
Vif-APOBEC3G blk,-1%,4%,2%,-5%,6%,4%,-1%,-2%
USP1-UAF1 inh,-24%,-8%,-8%,-1%,-17%,-22%,-24%,-27%
Vif-A3F inh,2%,-6%,-3%,0%,-3%,-3%,4%,0%
TrxR1 substrate,1%,8%[57.1 µM],-2%,-1%[57.1 µM],4%,6%,4%,9%
IDH1 R132H inh,-26%,7%,2%,3%,10%,-2%,0%,-2%
GRP78 ERSR act,-3%,-3%,-4%,1%,-5%,-2%,-2%,5%
RXFP1 ag,0.9%,0.3%,-0.6%,-1.0%,?,-1.9%,-0.4%,0.0%

33) COc1cc(CN2CCN(c3cccc(C)c3C)CC2)cc(OC)c1O
34) CCS(=O)(=O)c1ccc2oc(Nc3ccccc3C)nc2c1
35) CCc1ccccc1NC(=O)C1CCC(CNS(=O)(=O)c2ccc3c(c2)CC(C)N3C(C)=O)CC1 (stereo not drawn)
36) CCOC(=O)c1c(C)oc2nc(C)nc(N3CCN(c4cc(Cl)ccc4C)CC3)c12
37) O=C(NC(=S)N1CCN(c2ccc([N+](=O)[O-])cc2)CC1)c1ccccc1Cl
38) CC1(C)C(=O)N(CC(=O)Nc2ccc(OC(F)(F)F)cc2)c2ccccc21
39) O=C(COC(=O)CCC(=O)Nc1nccs1)NCc1ccco1
40) CCOc1cccc(-c2nn3c(-c4cc(C)[nH]n4)nnc3s2)c1
41) CCc1cccc(NC(=O)C2CCN(S(=O)(=O)c3cccs3)CC2)c1
42) C[C@H](NC(=O)c1ccco1)C(=O)NNC(=O)c1ccc(F)cc1

entry no.,33,34,35,36,37,38,39,40,41,42
LDHA block,-9,-7,7,-4,-12,3,-1,0&-7,-2,-6
PI4K2A block,-1,-7,1,0,3,0,-3,-4,0,-11
Vif-APOBEC3G blk,1%,1%,5%,-2%,-6%,-1%,-5%,-1%&2%,2%,2%
USP1-UAF1 inh,-16%,-5%,-8%,-23%,-16%,-14%,-4%,-9%,-15%,4%
Vif-A3F inh,-1%,5%,1%,-10%,-24%,1%,-2%,-1%,5%,-35%
TrxR1 substrate,12%[57.1 µM],-3%,7%,0%,-3%,-1%[57.1 µM],-8%,8%[57.1 µM],5%[57.1 µM],-4%
IDH1 R132H inh,13%,9%,-1%,-9%,-16%,16%,1%,3%,2%,0%
GRP78 ERSR act,-2%,2%,-2%,-3%,-1%,-1%,0%,-1%&-1%,-5%,-1%
RXFP1 ag,2.2%,0.3%,7.0%,0.8%,2.6%,-0.2%,0.3%,0.8%,-0.1%,.
